# Source: PubChem
# TRHR ag – qHTS for Small Molecule Agonists and Allosteric Enhancers of Human TRH Receptor: Primary Screen for Agonists | Thyrotropin-releasing hormone receptor (Homo sapiens), P34981 | TRHR cells, calcium flux fluo-8, FDSS agonist mode | activation, % at 2 µM | 360,000 compounds, 0.18% hits; further: 0% is about no effect
# Target sequence (P34981 whole entry, looked up): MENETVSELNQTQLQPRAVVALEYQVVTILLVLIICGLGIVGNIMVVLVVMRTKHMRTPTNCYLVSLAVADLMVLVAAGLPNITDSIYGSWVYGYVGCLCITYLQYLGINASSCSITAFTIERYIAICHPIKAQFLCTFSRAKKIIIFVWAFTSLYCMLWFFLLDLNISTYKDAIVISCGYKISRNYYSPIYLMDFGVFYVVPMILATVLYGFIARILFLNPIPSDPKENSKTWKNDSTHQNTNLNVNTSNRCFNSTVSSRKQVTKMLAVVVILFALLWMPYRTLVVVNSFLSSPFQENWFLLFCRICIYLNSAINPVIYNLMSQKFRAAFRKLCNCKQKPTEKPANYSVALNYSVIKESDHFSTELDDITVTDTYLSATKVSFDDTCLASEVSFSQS
#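 TRHR-expressing cells, plated overnight in medium with 10% serum, were loaded with fluo-8 calcium dye at room temperature. After a 10 s baseline, library compound was pin-added and calcium release was recorded kinetically (ex 480/em 530) as agonist response.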
# D2 agonist – HTS Assay for Allosteric Agonists of the Human D2 Dopamine Receptor: Primary Screen for Agonists. D(2) dopamine receptor (Homo sapiens), P14416. HEK293 T-REx D2 cells, calcium flux agonist mode. activation, % at 2 µM. 340,000 compounds, 0.53% hits;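 active means activation over 3 SD above normal in the single-dose calcium agonist read, cut at about 30% in these data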; further: 0% is about no effect
# Target sequence (P14416 whole entry, looked up): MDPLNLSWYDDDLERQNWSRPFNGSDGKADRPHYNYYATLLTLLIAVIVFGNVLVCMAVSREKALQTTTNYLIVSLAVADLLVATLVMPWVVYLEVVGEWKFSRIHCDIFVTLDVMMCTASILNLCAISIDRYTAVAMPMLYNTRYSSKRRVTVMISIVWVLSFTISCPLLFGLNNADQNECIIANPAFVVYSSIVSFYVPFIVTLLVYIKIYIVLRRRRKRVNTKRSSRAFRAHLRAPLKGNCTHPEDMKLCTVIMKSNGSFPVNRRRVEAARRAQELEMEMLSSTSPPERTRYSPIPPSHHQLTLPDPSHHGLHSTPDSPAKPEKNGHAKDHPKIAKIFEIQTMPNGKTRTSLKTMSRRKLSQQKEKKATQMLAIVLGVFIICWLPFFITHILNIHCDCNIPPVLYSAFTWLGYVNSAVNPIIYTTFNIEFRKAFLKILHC
#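 Tetracycline-induced HEK293 Trex cells with D2 receptor force-coupled to calcium signaling, plated overnight at 30 C and loaded with no-wash calcium dye. Calcium flux read kinetically for 180 s after compound addition; responses flag agonists.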
# D1 ag – Allosteric Agonists of the Human D1 Dopamine Receptor: qHTS. D(1A) dopamine receptor (Homo sapiens), P21728. HEK293 T-REx D1 cells, calcium flux, agonist mode. activation, % at 2 µM. 360,000 compounds, 1% hits. AID 504660, 2011; further: 0% is about no effect
#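 Inducible HEK293 T-REx D1 cells, force-coupled to calcium signalling, were plated at 4000 cells/well with tetracycline and held overnight at 30 C. After no-wash calcium dye loading, compound-evoked calcium rise over 180 s flagged agonists.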
# RXFP1 antagonist – qHTS Assay for Antagonists of the Relaxin Receptor RXFP1. Relaxin receptor 1 (Homo sapiens), Q9HBX9. HEK293-RXFP1, relaxin-stimulated cAMP HTRF, 30 min; hits give low values. activity change, negative = inhibition, % at 57.5 µM. 350,000 compounds, 0.59% hits;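 active means activity change of -60% or lower, but not beyond a set lower limit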; further: on the % scale 0 is the no-effect control and ±100 the full control effect
# D2 antagonist – HTS Assay for Allosteric Antagonists of the Human D2 Dopamine Receptor: Primary Screen for Antagonists; inhibition, % at 10 µM; 340,000 compounds, 2% hits; HEK293 TREx D2 cells, calcium flux, dopamine EC80; D(2) dopamine receptor (Homo sapiens), P14416; AID 485344, 2010; in the data active means inhibition above about 30%; further: 0% is about no effect
#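 Inhibition of EC80 dopamine-driven calcium flux, recorded kinetically, defines activity here; cells are a tetracycline-induced HEK293 T-REx line expressing force-coupled D2.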
# D1 PAM – Potentiators of Human D1 Dopamine Receptor: qHTS. D(1A) dopamine receptor (Homo sapiens), P21728. HEK293 TREx D1 cells, calcium flux, dopamine EC20 potentiation. potentiation, % at 10 µM. 360,000 compounds, 0.036% hits; in the data active means potentiation above about 30%; further: 0% is about no effect
# TRHR enhancer – qHTS for Small Molecule Agonists and Allosteric Enhancers of Human TRH Receptor: Primary Screen for Enhancers | Thyrotropin-releasing hormone receptor (Homo sapiens), P34981 | TRHR cells, fluo-8 calcium fluorescence, EC20 TRH enhancement | enhancement, % at 2 µM | 360,000 compounds, 0.66% hits; in the data active means enhancement above about 30%; further: 0% is about no effect
#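 TRHR-expressing cells loaded with fluo-8 calcium dye were read kinetically (ex 480/em 530) during compound addition, then stimulated with an EC20 of TRH (10 nM final). Enhancement of the Gq-mediated intracellular calcium response was scored.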
# D1 antag – Antagonist of Human D 1 Dopamine Receptor: qHTS | D(1A) dopamine receptor (Homo sapiens), P21728 | HEK293 TREx D1 cells, calcium flux, dopamine EC80; hits give low values | activity change, negative = inhibition, % at 10 µM | 360,000 compounds, 3.2% hits | AID 504652, 2011; in the data active means activity change below about -30%; further: on the % scale 0 is the no-effect control and ±100 the full control effect
#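 Cells carrying a force-coupled, tetracycline-inducible human D1 receptor report calcium flux. Each well gets a 10 s baseline, compound with 180 s monitoring, then an EC80 dopamine stimulus with a second 180 s kinetic read.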
# D2 PAM – HTS Assay for Positive Allosteric Modulators of the Human D2 Dopamine Receptor: Primary Screen for Potentiators. D(2) dopamine receptor (Homo sapiens), P14416. HEK293 T-REx D2, calcium flux, EC20 dopamine potentiation. potentiation, % at 10 µM. 340,000 compounds, 0.34% hits;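 active means potentiation over 3 SD above the plate norm, cut at about 30% in these data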; further: 0% is about no effect
#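 Calcium flux readout, no-wash dye, 1 read/s. Inducible HEK293 Trex D2 line, overnight 30 C. Compound alone 180 s (agonist flags), then EC20 dopamine, another 180 s to score potentiation.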
# The depositor's hits bear a star; . = no result given. Unless noted, no stated cut-off is given here; in the data, active means activation above about 30%; inactive means the rest. An unsorted share of the library, and some 7.3% of all compounds hit somewhere here.
SMILES,TRHR ag,D2 agonist,D1 ag,RXFP1 antagonist,D2 antagonist,D1 PAM,TRHR enhancer,D1 antag,D2 PAM
COc1cccc(C2CC(c3ccc(Cl)cc3Cl)n3nc(N)nc3N2)c1 (stereo not drawn),-0.1,0.0,2,-12,0,0,1,6,15
O=C(CCc1nnc(CCCCc2ccccc2)o1)NC1CCCC1,-0.6,0.2,2,-1,10,-2,-1,-10,9
C=CCOc1ccccc1CNCCNC(=O)c1nonc1N,-0.3,-1.2,5,-12,6,-7,5,-27,-6
CCNC(=S)N1CCN=C1Nc1nc(C)cc(C)n1,-0.1,-2.0,0,1,-10,1,15,-5,-3
Cc1ccccc1NC(=O)Cn1nnc2ccccc21,0.7,1.8,1,4,4,-5,0,-4,0
Cc1ccc(Nc2nc3c(S(=O)(=O)c4ccccc4)nnn3c3ccc(Cl)cc23)c(C)c1,-0.3,.,0,5,.,-1,-2,-9,1
COCC1CCN(C(=O)c2ccc(OC)c(OC3CCN(C(C)C)CC3)c2)CC1,0.5,0.3,6,-3,23,-2,-3,2,-5
COc1ccccc1N1CCN(S(=O)(=O)c2c(C)sc3ncn(CC(=O)Nc4ccc(C(C)C)cc4)c(=O)c23)CC1,0.3,.,2,-1,.,1,10,-19,-33
COc1ccc2nc(C)cc(SCC(=O)N/N=C/c3ccc(O)cc3O)c2c1,-1.1,-0.6,4,-8,-11,-3,7,-3,18
CNC(=S)NNC(=O)Cc1ccccc1,0.0,0.2,2,-5,17,6,2,-7,-4
O=C1OCc2ccc(NC(=O)c3c(F)cccc3Cl)cc21,0.2,0.3,2,3,2,6,2,-3,4
COc1ccccc1-c1c(C)oc2c(CN3CCCCC3C)c(O)ccc2c1=O (stereo not drawn),1.2,-0.4,1,-9,-7,-5,-1,-2,12
CCOC(CNC(=O)CN1C(=O)COc2ccc(S(=O)(=O)N3CC(C)CC(C)C3)cc21)OCC (stereo not drawn),-0.8,-0.5,2,-7,-5,2,0,8,-6
Cc1ccc(NC(=O)COC(=O)/C(=C/c2cccs2)c2cccs2)cc1S(=O)(=O)N(C)C,0.1,-0.7,5,5,10,1,-7,-17,-5
CCc1nnc(NS(=O)(=O)c2ccc(NC(=O)/C=C/c3ccc(F)cc3)cc2)s1,0.0,-3.4,9,-11,22,-7,-4,-1,-7
CC1CC(C)CN(C(=O)CSc2nnc(N)s2)C1 (stereo not drawn),-2.2,-2.0,3,12,-7,-4,13,11,9
O=C(c1ccc2c(c1)N(Cc1ccc(Cl)cc1)C(=O)c1ccccc1S2=O)N1CCC(Cc2ccccc2)CC1 (stereo not drawn),0.5,.,4,.,.,-2,-9,2,-4
Cc1cc(C)c(C(=O)Cn2cnc3cc([N+](=O)[O-])ccc3c2=O)cc1C,-0.4,-3.1,2,-32,3,-7,-1,-21,-5
COC(=O)CCCCC1SCC(NC(=O)OC)C1NC(=O)OC (stereo not drawn),1.7,-2.0,2,0,-2,-7,4,4,3
COC(=O)[C@@H](Cc1c[nH]c2ccccc12)NC(=O)c1cc(=O)[nH]c2ccccc12,0.7,0.2,2,-11,16,4,-3,-2,-3
Cc1cnc(C(=O)Oc2ccc(-c3ccccc3)cc2)cn1,-2.2,-0.8,4,-8,-7,-4,8,2,-5
Cc1ccc(Cl)cc1NC(=O)Cn1c(=O)n(Cc2ccccc2)c(=O)c2oc3ccccc3c21,0.4,0.6,0,1,.,-3,16,-2,-4
CCCCNc1c(-c2ccc(SC3CCCCC3)cc2)nc2ccccn12,0.5,1.2,0,.,18,1,3,8,1
Cc1ccc(S(=O)(=O)c2cc3c(=O)n4cccc(C)c4nc3n(CC3CCCO3)c2=N)cc1 (stereo not drawn),0.0,0.1,2,.,-2,-5,-4,-11,-8
Cc1onc(-c2c(Cl)cccc2Cl)c1C(=O)N1CCN(c2ccccc2F)CC1,1.7,2.0,1,-8,-3,-1,-7,-18,3
COc1ccc(C2C(C(=O)OCC(=O)Nc3ccc(C)cc3)CCC(=O)N2c2ccc(OC)cc2)cc1 (stereo not drawn),-0.2,0.6,2,2,-6,0,4,-1,9
CC(C)Cc1nc(N2CCOCC2)c(C#N)c2c1COC(C)(C)C2,-0.8,-0.9,0,-25,0,0,-4,10,-1
CCOCCCNC(=O)CN1C(=O)c2ccccc2Sc2ncccc21,-0.2,0.5,0,2,7,2,-5,1,-2
CC1Cc2cc(/C(O)=C3/C(=O)C(=O)N(CCN4CCOCC4)C3c3ccc(C(C)C)cc3)ccc2O1 (stereo not drawn),0.5,0.3,2,-19,-4,-8,4,1,-8
COC(=O)C1=C(C)N(c2ccc(OC)c(OC)c2)C(=O)/C1=C\c1ccco1,-0.1,-0.2,0,-8,0,-2,-3,-13,13
Cc1ccc(C)c(NC(=O)C(CC(C)C)N2Cc3ccccc3C2=O)c1 (stereo not drawn),-1.4,-2.1,11,-20,.,1,-4,-2,10
CCOC(=O)COc1cc(N)c(Cl)cc1Cl,0.4,-0.3,3,-20,-4,-7,2,1,-1
O=C(Nc1ncn[nH]1)c1ccccc1Br,0.9,0.6,0,.,-12,-5,21,-12,-5
O=c1nc(SCc2c(F)cccc2Cl)nc(-c2ccccc2)[nH]1,0.2,-0.5,1,4,11,0,-4,7,11
CCc1ccc(Cn2nnc3c(=O)[nH]c(C4CCCN(C(=O)c5cccc(Cl)c5)C4)nc32)cc1 (stereo not drawn),-0.2,.,4,-20,.,-4,3,-6,-5
CCOc1ccc(N2C(=O)c3cccnc3C2Nc2ccc(C)c(C)c2)cc1 (stereo not drawn),-1.2,-0.9,2,6,18,2,-8,4,0
Clc1ccc(-c2nnc(N3CCCC3)nn2)cc1,0.7,-1.1,2,-6,-13,-10,16,9,-8
S=C1NC(c2ccccc2)=CC(c2ccccc2)N1 (stereo not drawn),0.6,2.7,8,-29,6,2,1,-2,-2
Nc1cc(=O)nc(SCC(=O)N2CCN(c3ccccc3)CC2)n1-c1ccccc1,0.5,13,2,-8,6,1,-1,7,-2
Cc1ccccc1CN1c2ccccc2-c2nc(SCC(=O)Nc3cc(F)ccc3F)ncc2S1(=O)=O,0.6,-0.1,6,-4,.,-5,-2,-13,-7
CCNC(=O)CN(c1ccccc1)S(=O)(=O)c1ccc(Cl)cc1,-1.1,-2.0,0,22,-2,-2,-4,-15,1
CN(C)CCCNC(=O)C(=O)NCC(c1ccc2c(c1)OCO2)N1CCOCC1 (stereo not drawn),0.2,-2.6,1,4,.,-3,-2,8,13
COc1ccc(C(=O)N2CCCN(C)CC2)cc1S(=O)(=O)N(C)Cc1ccccc1,1.4,0.3,1,12,3,-1,-2,-1,1
CCOC(=O)c1ccc(NC(=O)Cn2c(-c3nonc3N)nc3ccccc32)cc1,0.6,3.2,5,-1,-8,1,18,-16,0
O=C1/C(=C/c2cccs2)SC(=S)N1NS(=O)(=O)c1ccccc1,-0.6,0.0,1,-13,-20,-1,-3,8,10

# Random excerpt: two entries already listed.
SMILES,TRHR ag,D2 agonist,D1 ag,RXFP1 antagonist,D2 antagonist,D1 PAM,TRHR enhancer,D1 antag,D2 PAM
CCOc1ccc(N2C(=O)c3cccnc3C2Nc2ccc(C)c(C)c2)cc1 (stereo not drawn),-1.2,-0.9,2,6,18,2,-8,4,0
COc1ccc(C(=O)N2CCCN(C)CC2)cc1S(=O)(=O)N(C)Cc1ccccc1,1.4,0.3,1,12,3,-1,-2,-1,1

# Further results
SMILES,TRHR ag,D2 agonist,D1 ag,RXFP1 antagonist,D2 antagonist,D1 PAM,TRHR enhancer,D1 antag,D2 PAM
Cc1ccc(S(=O)(=O)/C(C#N)=C/c2c[nH]c3ccccc23)cc1,0.5,1.2,6,0,13,-3,8,-3,-4
CC(C)(C)N(Cc1cc2ccccc2[nH]c1=O)C(=O)c1cccc([N+](=O)[O-])c1,0.5,1.0,3,19,28,-5,0,-2,10
CC[C@H](NC(=O)c1c(C)c(-c2ccccc2)nc2ccccc12)c1ccccc1,-0.5,0.3,8,.,-2,-2,6,12,8
Oc1ccc2ccccc2c1CN1CCN(c2ccccc2F)CC1,0.4,.,2,-2,.,0,2,3,-24
Fc1ccc(NC(=S)N2CCCN(c3ccc(C(F)(F)F)cn3)CC2)c(F)c1,1.2,1.9,17,-7,-1,-7,2,-54*,-2

# Of the compounds above, these contain an aryl methoxy group:
SMILES,TRHR ag,D2 agonist,D1 ag,RXFP1 antagonist,D2 antagonist,D1 PAM,TRHR enhancer,D1 antag,D2 PAM
COc1cccc(C2CC(c3ccc(Cl)cc3Cl)n3nc(N)nc3N2)c1 (stereo not drawn),-0.1,0.0,2,-12,0,0,1,6,15
COCC1CCN(C(=O)c2ccc(OC)c(OC3CCN(C(C)C)CC3)c2)CC1,0.5,0.3,6,-3,23,-2,-3,2,-5
COc1ccccc1N1CCN(S(=O)(=O)c2c(C)sc3ncn(CC(=O)Nc4ccc(C(C)C)cc4)c(=O)c23)CC1,0.3,.,2,-1,.,1,10,-19,-33
COc1ccc2nc(C)cc(SCC(=O)N/N=C/c3ccc(O)cc3O)c2c1,-1.1,-0.6,4,-8,-11,-3,7,-3,18
COc1ccccc1-c1c(C)oc2c(CN3CCCCC3C)c(O)ccc2c1=O (stereo not drawn),1.2,-0.4,1,-9,-7,-5,-1,-2,12
COc1ccc(C2C(C(=O)OCC(=O)Nc3ccc(C)cc3)CCC(=O)N2c2ccc(OC)cc2)cc1 (stereo not drawn),-0.2,0.6,2,2,-6,0,4,-1,9
COC(=O)C1=C(C)N(c2ccc(OC)c(OC)c2)C(=O)/C1=C\c1ccco1,-0.1,-0.2,0,-8,0,-2,-3,-13,13
COc1ccc(C(=O)N2CCCN(C)CC2)cc1S(=O)(=O)N(C)Cc1ccccc1,1.4,0.3,1,12,3,-1,-2,-1,1
